L3MBTL1 block – qHTS Assay for the Inhibitors of L3MBTL1 | AID 485360, 2010 | AlphaScreen L3MBTL1–H3K9me1 peptide binding | hit rate 0.66% among 230,000 | Potency, µM (series often up to 57.1 µM), without a hit: top-dose activity, negative = inhibition, actives largely listed as inhibitors | Lethal(3)malignant brain tumor-like protein 1 (Homo sapiens), Q9Y468; note: % is set by controls: 0 for no effect and ±100 for the full control effect; nearly all actives have a fitted effect of over 60% in size
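First, the protein-peptide complex forms for 30 min at room temperature (L3MBTL1 50 nM, biotinylated H3K9me1 peptide 75 nM). Next, compounds are pin-transferred and incubated 30 min. Finally, AlphaScreen beads are added and read after 30 min.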
SMN2 splice enh – qHTS Assay for Enhancers of SMN2 Splice Variant Expression | hit rate 2.8% among 210,000 | Potency, µM (titrated, usually from 46.1 µM), for the others: at the highest dose activity change, positive = activation, hits mostly activators | HEK293 SMN2-luciferase splicing reporter, luminescence, 30-36 h | AID 1458, 2008; note: % of control where 0% means no effect; nearly all actives have a fitted effect of over 55% in size
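HEK293 cells carry an SMN2 […]–luciferase reporter in which exon 7 inclusion puts luciferase in frame. Cells were plated 10-12 h before compound addition, then incubated 30-36 h at 37C. ONE-Glo luminescence was read; sodium butyrate at 4.5 mM final served as control.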
RECQ1 inh – qHTS Assay for Inhibitors of RecQ-Like Dna Helicase 1 (RECQ1); ATP-dependent DNA helicase Q1 (Homo sapiens), P46063; RECQ1 DNA unwinding, red fluorescence kinetic read; Potency, µM (doses to about 57.3 µM), inactives show at the top dose activity, negative = inhibition, hits mostly inhibitors; hit rate 0.54% among 240,000; AID 2549, 2010;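 note: plate controls were vehicle for no effect and no enzyme for full effect; nearly all actives have a fitted effect of over 30% in size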
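RECQ1T1 50 nM; forked duplex (20 bp + 30-nt ss tails) 200 nM, ATP 2 mM final; pH 8.0, 2 mM MgCl2, 2.5 ug/ml poly(dI-dC); 15 min compound preincubation; discontinuous kinetic read over 2 h at RT.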
Tau ThT inhib – qHTS for Inhibitors of Tau Fibril Formation, Thioflavin T Binding | Microtubule-associated protein tau (Homo sapiens), P10636 | Potency, µM (top dose mostly 57.4 µM), without a hit: top-dose activity, negative = inhibition, hits mostly inhibitors | recombinant tau K18 P301L, heparin-induced fibrillization, ThT fluorescence | hit rate 2.1% among 270,000; note: % is set by controls: 0 for no effect and ±100 for the full control effect; nearly all actives have a fitted effect of over 55% in size
Target sequence (P10636 561-689 P618L limits assumed): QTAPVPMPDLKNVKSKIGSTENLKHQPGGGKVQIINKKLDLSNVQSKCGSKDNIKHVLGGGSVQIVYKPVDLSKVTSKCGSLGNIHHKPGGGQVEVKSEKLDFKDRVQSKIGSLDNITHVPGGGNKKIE
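Using a mix of unlabeled (15 uM) and Alexa 594-labeled (0.24 uM) tau K18 P301L, heparin-triggered fibrillization over 6 hr at 37 C was scored by ThT fluorescence.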
JMJD2E inh – qHTS Assay for Inhibitors of Human Jumonji Domain Containing 2E (JMJD2E); Lysine-specific demethylase 4E (Homo sapiens), B2RXH2; JMJD2E catalytic domain, FDH-coupled NADH fluorescence (FDH is formaldehyde dehydrogenase); Potency, µM (top dose mostly 57.1 µM), inactives show at the highest dose activity change, negative = inhibition, most hits filed as inhibitors; hit rate 1.6% among 230,000; AID 2147, 2009; active = well fitted inhibition curve with a large enough effect, not every such curve was filed as active; inconclusive = small, poorly fitted or top-dose-only effect, or another doubt; inactive = no such curve, though single readings can be large or run the other way;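 note: 0% = wells with enzyme and -100% = buffer wells without enzyme; nearly all actives have a fitted effect of over 50% in size; many of its hits are not listed in these tables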
Target sequence (B2RXH2 1-337 limits assumed): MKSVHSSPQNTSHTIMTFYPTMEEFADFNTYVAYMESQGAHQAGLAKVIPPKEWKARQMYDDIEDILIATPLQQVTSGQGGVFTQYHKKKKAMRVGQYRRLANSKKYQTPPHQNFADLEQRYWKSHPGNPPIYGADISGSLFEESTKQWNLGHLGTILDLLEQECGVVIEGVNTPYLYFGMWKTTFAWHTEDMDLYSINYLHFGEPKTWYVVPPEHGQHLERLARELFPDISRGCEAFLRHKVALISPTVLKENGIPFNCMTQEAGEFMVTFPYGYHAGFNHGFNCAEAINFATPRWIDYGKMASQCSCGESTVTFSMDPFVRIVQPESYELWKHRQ
ALDH1A1 block – qHTS Assay for Inhibitors of Aldehyde Dehydrogenase 1 (ALDH1A1) | Aldehyde dehydrogenase 1A1 (Homo sapiens), P00352 | Purified ALDH1A1, NADH fluorescence, propionaldehyde substrate | Potency, µM (highest dose often 75.3 µM), inactives show at the top dose activity, negative = inhibition, actives largely listed as inhibitors | hit rate 7.3% among 220,000; active = well fitted inhibition curve with a large enough effect, not every such curve was filed as active; inconclusive = small, poorly fitted or top-dose-only effect, or another doubt; inactive = no such curve, though single readings can be large or run the other way;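 note: plate controls were no enzyme wells and a reference inhibitor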
Target sequence (P00352 whole entry, looked up): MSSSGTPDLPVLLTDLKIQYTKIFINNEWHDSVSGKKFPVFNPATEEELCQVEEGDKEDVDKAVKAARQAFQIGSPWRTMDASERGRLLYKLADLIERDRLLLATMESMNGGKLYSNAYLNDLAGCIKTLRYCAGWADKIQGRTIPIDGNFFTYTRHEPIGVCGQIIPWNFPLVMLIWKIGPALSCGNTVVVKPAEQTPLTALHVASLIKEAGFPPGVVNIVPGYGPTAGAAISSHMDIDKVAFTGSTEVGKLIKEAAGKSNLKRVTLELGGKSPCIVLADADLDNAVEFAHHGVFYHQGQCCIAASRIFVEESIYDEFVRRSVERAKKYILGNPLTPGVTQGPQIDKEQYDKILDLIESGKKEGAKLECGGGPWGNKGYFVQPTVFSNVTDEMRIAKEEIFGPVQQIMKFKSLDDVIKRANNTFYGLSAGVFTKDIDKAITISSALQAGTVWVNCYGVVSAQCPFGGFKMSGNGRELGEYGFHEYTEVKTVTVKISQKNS
LMNA splice mod – qHTS Assay for Modulators of Lamin A Splicing. hit rate 0.01% among 200,000. AID 1487, 2009. Potency, µM (top dose mostly 46.1 µM), without a hit: at the top dose ratio change, negative = inhibition, hits mostly inhibitors. HeLa LMNA splicing GFP/RFP minigene ratio, 48 h; active = well fitted inhibition curve with a large enough effect in the signal ratio, with a control signal flat, not every such curve was filed as active; inconclusive = small, poorly fitted or top-dose-only effect, or effect the other way, or a change in a side signal; the % refers to the signal ratio; note: % is set by controls: 0 for no effect and ±100 for the full control effect
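S3 HeLa cells stably expressing lamin A-EGFP splicing minigene plus DsRed2, 600 cells/well, 48 h compound exposure at 37C. Laser-scanning cytometry; analysed as GFP (500-530 nm)/RFP (575-640 nm) total intensity ratio; 0.5% DMSO vehicle.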
Luc counter – Counterscreen for Luciferase (Kinase-Glo TM) Inhibition; Potency, µM (series often up to 38.3 µM), inactives show at the highest dose activity change, negative = inhibition, usual class: inhibitors; hit rate 0.28% among 200,000; Luciferin 4-monooxygenase (Photuris pensylvanica), Q27757; AID 1379, 2008; Kinase-Glo luciferase, ATP luminescence, 8 min; note: % is set by controls: 0 for no effect and ±100 for the full control effect; nearly all actives have a fitted effect of over 60% in size
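Light output from Kinase-Glo luciferase with luciferin and 10 uM ATP in 50 mM imidazole pH 7.2, KCl, MgCl2, Tween 20, BSA; compound pin-delivered, 8-min ambient incubation, then luminescence read.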
An asterisk follows results filed as active; i = inactive; ? = inconclusive; · = not tested or not shown; & = joins results of further samples; [ ] = another dose, or the depositor's remark. Unless noted, calls come from the whole dose curve; as a rule, active = well fitted curve in the direction sought with a large enough effect; inconclusive = small, poorly fitted or top-dose-only effect, or another doubt; inactive = no such curve, though single readings can be large; an effect the other way counts as inactive or inconclusive. Potency is the fitted concentration of half-maximal effect. Some of the compounds tested; count on the stated rates, not on these rows.

SMILES	L3MBTL1 block	SMN2 splice enh	RECQ1 inh	Tau ThT inhib	JMJD2E inh	ALDH1A1 block	LMNA splice mod	Luc counter
COc1ccc(CNC(=O)c2cc(SC)ccc2Cl)cc1OC	2%	-9%	i	-6%	9%	9%	?	1%
Cc1nc(C)c(-c2csc(Nc3cccc(O)c3)n2)s1	-17%	·	0%	4.5µM*	?	?	?	-1%
CCOC(=O)C1CCN(C(=O)Nc2ccc3c(c2)nc(C)n3C)CC1	·	11µM*	4%	-19%	?	-18%	4%	3%
O=C1OCCN1C(=O)[C@H]1[C@H](c2ccccc2)C(c2cccc(Cl)c2)=NN1c1ccc(Br)cc1	72%[activator]	·	-18%	-4%	·	?	·	1%[39.9 µM]
Cc1cc(C(=O)Oc2cccnc2)ccc1[N+](=O)[O-]	-5%	-1%	8%	?	10%	-8%	-22%	-3%
O=C(NCCc1cccs1)C1CC(c2ccccc2[N+](=O)[O-])=NO1 (configuration not stated)	-3%	24%	-14%	-4%	-1%	-4%	7%	0%
COc1ccc(CSc2nnnn2C)cc1[N+](=O)[O-]	3%	-15%	-4%	-9%	-4%	?	3%	7%
Cc1cc(CN(C)C(=O)c2cc(COc3ccc(F)cc3Cl)on2)n[nH]1	-3%	·	11%	-5%	5%	-10%	16%[46 µM]	-2%
COc1cc(NC(=O)C(C)Oc2ccccc2)c(C(=O)O)cc1OC (configuration not stated)	·	23%	i	-11%	-6%	5%	3%	2%
N#CCC(=O)Nc1ccc(C(=O)OCC(=O)N(Cc2ccccc2)C2CCS(=O)(=O)C2)cc1 (configuration not stated)	-4%	1%	-24%	8%	?	?	?	2%

6 consecutive entries already listed:
SMILES	L3MBTL1 block	SMN2 splice enh	RECQ1 inh	Tau ThT inhib	JMJD2E inh	ALDH1A1 block	LMNA splice mod	Luc counter
Cc1nc(C)c(-c2csc(Nc3cccc(O)c3)n2)s1	-17%	·	0%	4.5µM*	?	?	?	-1%
CCOC(=O)C1CCN(C(=O)Nc2ccc3c(c2)nc(C)n3C)CC1	·	11µM*	4%	-19%	?	-18%	4%	3%
O=C1OCCN1C(=O)[C@H]1[C@H](c2ccccc2)C(c2cccc(Cl)c2)=NN1c1ccc(Br)cc1	72%[activator]	·	-18%	-4%	·	?	·	1%[39.9 µM]
Cc1cc(C(=O)Oc2cccnc2)ccc1[N+](=O)[O-]	-5%	-1%	8%	?	10%	-8%	-22%	-3%
O=C(NCCc1cccs1)C1CC(c2ccccc2[N+](=O)[O-])=NO1 (configuration not stated)	-3%	24%	-14%	-4%	-1%	-4%	7%	0%
COc1ccc(CSc2nnnn2C)cc1[N+](=O)[O-]	3%	-15%	-4%	-9%	-4%	?	3%	7%

(continued)
SMILES	L3MBTL1 block	SMN2 splice enh	RECQ1 inh	Tau ThT inhib	JMJD2E inh	ALDH1A1 block	LMNA splice mod	Luc counter
O=S(=O)(NCc1ccccn1)c1cccc2nsnc12	·	-8%	-11%	-14%	-1%	-14%	4%	4%
Cc1cc(C)c[n+](C2=C([O-])c3ccccc3C(=O)/C2=N\S(=O)(=O)c2cccs2)c1	-8%	-73%[inhibitor]	-8%	2%	1%	-10%	?	-7%
O=C(Cn1cnc2ccccc2c1=O)NCC(=O)N1CCN(Cc2ccc3c(c2)OCO3)CC1	·	1%	i	5%	-6%	12%	-11%	2%
CC(=O)N/C(N)=N/c1nc2cc(C)ccc2o1	3%	·	-3%	-13%	?	·	·	·
Cc1cc(=O)oc2ccc(OCC(=O)NCc3ccco3)cc12	·	6%	-3%	-10%	?	?	13%	-2%
CN(C)C(=O)CNC(=O)C1CCCCC1	2%	-18%	-1%	-3%	6%	12%	-2%	2%
CSCCC(NC(=O)C1CCC(C)CC1)C(=O)NCc1ccco1 (configuration not stated)	-4%	·	i	?	12%	5%	7%	·
O=C(Nc1ccccc1C(=O)N1CCCC1)c1ccccc1	23%[11.4 µM]	-3%	1%	-1%	16%	5%	-3%	2%
CC(=O)Nc1sc2c(c1C(N)=O)CCCC2	4%	5%	-8%	-8%	-10%	4%	-6%	-3%
Cc1nc(NCCO)c2nc(-c3ccccc3)n(CCCN(C)C)c2n1	·	-13%	i	7%	?	?	·	2%
Cc1scc(C(=O)NNC(=S)NCC2CCCO2)c1-c1ccccc1 (configuration not stated)	4%	-11%	6%	-4%	-3%	-7%	?	-1%
CC(NC(=O)NC(N)=O)(C(F)(F)F)C(F)(F)F	2%	-21%	-4%	-1%	7%	0%	16%[0.0737 µM]	2%
CCc1nnc2n1N=C(c1cccc([N+](=O)[O-])c1)CS2	53%[activator]	·	i	-15%	-18%	·	·	·
CNC(=O)COC(=O)/C=C/c1nc2ccccc2s1	·	-7%	-7%	?	?	3%	·	-3%
O=C(CCSc1nc(-c2ccco2)cc(C(F)(F)F)n1)N1CCN(c2ccccn2)CC1	1%[11.4 µM]	·	-8%	?	-3%	?	?	-1%
O=C(CN1CCN(C(c2ccccc2)c2ccccc2)CC1)N1N=CCC1c1ccccc1 (configuration not stated)	-13%	·	-15%	-14%	-2%	·	·	·
CC(C)(C)NC(=O)CN(Cc1cccs1)C(=O)CCC(=O)Nc1nccs1	0%	17%	-6%	-2%	8%	-4%	-4%[0.0737 µM]	1%
FC(F)(F)c1ccc(CN2C[C@@H]3C(c4ccc(Cl)nc4)C4(c5ccccc5)CC3(C4)[C@H]2c2ccccc2)cc1 (some centres not stated)	·	-25%	-5%	-12%&4%	-2%&-3%	-3%	·	-2%
CCn1c(SC)nc(O)c(C(c2ccc(OC)c(O)c2)c2c(O)nc(SC)n(CC)c2=O)c1=O	·	-5%	-8%	?	-4%	?	-2%	22%
CNC(=S)SCCOc1ccccc1C	65%[activator]	-29%	0%	11%	-1%	1%	?	-2%
COc1ccc(-n2nnnc2SCC(=O)Nc2ccccc2)cc1	0%	-19%	-6%	-3%	7%	4%	-6%	1%
COc1ccc(N2CCN(C(=O)CSc3nc4[nH]ncc4c(=O)n3-c3ccc(Br)cc3)CC2)cc1	·	-17%	-12%	?	2%	?	·	2%
CC(C)=CCc1c(O)cc2occ(-c3ccc4c(c3)OCO4)c(=O)c2c1O	·	-28%	i	-16%	0%	-8%	·	-6%
CCOC(=O)c1sc2nc(C)nc(SCC(=O)NC3CCS(=O)(=O)C3)c2c1C (configuration not stated)	·	-6%	-3%	?	?	?	-13%[46 µM]	6%
CC(=O)N1CC=C2C(C#N)=C(N)C(C#N)(C#N)C(CCc3ccccc3)C2C1 (configuration not stated)	·	18%	i	?	?	?	0%	0%
O=C(CN1CCOCC1)c1c[nH]c2ccccc12	0%	8%	-5%	-3%	3%	-5%	0%[0.0737 µM]	1%
CNc1ncncc1-c1ccc(C(=O)N(C)C)cc1	·	-2%	-15%	-9%	?	?	15%	-1%
O=C(COC(=O)/C=C/c1ccc(Cl)cc1Cl)Nc1ccc2c(c1)OCCO2	-4%	3%	12%	?	-2%	-14%	·	0%
CCOc1ncccc1C(=O)Oc1ccc2c(c1)OCO2	·	?	-9%	-14%	1%	3%	?	2%
COCCCNc1ccnc2c(Cl)cccc12	1%	-47%[inhibitor]	-2%	-3%	-3%	-2%	-4%	0%
CC(C)c1ccc2c(c1)CC[C@@H]1[C@@](C)(CN)CCC[C@]21C	·	·	-1%	-5%	5%	0%	·	-8%
O=C(NCCc1c[nH]c2ccccc12)c1cc2ccccc2oc1=O	-18%	18µM*	-11%	?	-1%	-10%	1%[9.22 µM]	-10%
COC(=O)c1cn(Nc2ncc(C(F)(F)F)cc2Cl)c(=O)c2ccccc12	·	-6%	0%	-12%	6%	6%	?	5%
COc1cc(-c2n[nH]c(=S)n2-c2ccc(C)cc2)cc(OC)c1OC	-22%	·	i	12%	13%	-7%	·	-2%
O=C1N(Nc2ccccc2)C(c2ccc(Br)cc2)C12CCCC2 (configuration not stated)	2%	-16%	-12%	2%	12%	9%	6%	1%
COC(=O)c1[nH]c2cc(OC)ccc2c1NC(=O)CCN1CCN(c2ccccc2)CC1	·	4%	14%	?	14%	2%	-9%	-2%
O=c1cc(CSc2ccccn2)[nH]c(=O)[nH]1	1%	1%	16%	-5%	1%	?	8%	8%
CCOC(=O)CSc1nnc(CNC(=O)c2ccc(OC)c(OC)c2)n1C	4%	2%	-13%	0%	0%	18%	?	-2%
Cc1cc(-c2ccccc2N)n[nH]1	-1%	6%	-2%	-10%	?	0%	20%	-2%
O=C(Nc1ccc(OC(F)(F)F)cc1)c1ccc(-n2cncn2)nc1	3%	-25%	i	-6%	0%	-1%	?	-1%
CC(C)(C)N(C(=O)Cn1nnc(-c2ccc(F)cc2)n1)C(C(=O)NC1CCCC1)c1ccncc1 (configuration not stated)	-5%	-20%	2%	-8%	8%	6%	-7%	-3%
Cc1ccc(C)c(OCC(=O)Nc2cccc(C(=O)O)c2)c1C	·	13µM*	i	-3%	3%	-9%	4%	23%
Cc1cc(=O)oc2cc(OCC(=O)NCCc3nc4ccccc4[nH]3)ccc12	·	11%	i	?	?	?	11%	-5%
